# C8 TRAIL sens = sensitizes caspase-8 expressing cells to TRAIL; NB7+C8 cells + TRAIL, ATPlite viability luminescence; AID 624354; inhibition (viability loss, TRAIL sensitization), % at 10 µM; 360,000 tested, 1% active;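 active means compounds causing at least 50% loss of cell viability in the single-dose screen, relative to plate controls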
# TROY NFkB inh = TROY signaling inhibition. Q293 LMP1-TROYcd NF-kB luciferase reporter, 4 h. inhibition, % at 10 µM. 360,000 tested, 0.98% active;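 active means compounds whose plate-normalised and pattern-corrected inhibition of the luciferase reporter signal at the single screening dose is 50% or more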
# HIF-2a inh = HIF-2a inhibition. 786-0 RCC cells HIF-2a reporter, luciferase luminescence, overnight. inhibition, % at 18.8 µM. 360,000 tested, 0.72% active. AID 624352;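 active means inhibition of the luminescence signal of 40% or more relative to plate controls, in a single-dose primary screen at 18.75 µM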
# Shn3 3UTR inh = Schnurri-3 reporter inhibition in Clone20 osteoblasts. inhibition, % at 12.5 µM. 360,000 tested, 0.52% active. Clone20 osteoblast Shn3 3'UTR firefly luciferase, 24 h. AID 588674;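 active means mean inhibition of at least 75% with every replicate also reaching 75%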;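 further: 0% = median of neutral control wells and 100% = pilot-screen positive control compound; some compounds past the cut are filed as inactive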
# NR2E3 ag-1 = human photoreceptor-specific nuclear receptor agonism. AID 602229. 360,000 tested, 0.35% active. Q9Y5X4. CHO-S Gal4-NCOR/VP16-NR2E3 two-hybrid, luciferase. inhibition of corepressor binding, % at 3.98 µM;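 active means inhibition above the mean of all tested compounds plus 3 SD, cut at about 70% in these data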;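 further: 0% = DMSO with NR2E3 transfected cells and 100% = cells lacking NR2E3 construct; higher means lower luciferase signal from less NR2E3 corepressor binding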
# Target sequence (Q9Y5X4 whole entry, looked up, the tested form may be a part): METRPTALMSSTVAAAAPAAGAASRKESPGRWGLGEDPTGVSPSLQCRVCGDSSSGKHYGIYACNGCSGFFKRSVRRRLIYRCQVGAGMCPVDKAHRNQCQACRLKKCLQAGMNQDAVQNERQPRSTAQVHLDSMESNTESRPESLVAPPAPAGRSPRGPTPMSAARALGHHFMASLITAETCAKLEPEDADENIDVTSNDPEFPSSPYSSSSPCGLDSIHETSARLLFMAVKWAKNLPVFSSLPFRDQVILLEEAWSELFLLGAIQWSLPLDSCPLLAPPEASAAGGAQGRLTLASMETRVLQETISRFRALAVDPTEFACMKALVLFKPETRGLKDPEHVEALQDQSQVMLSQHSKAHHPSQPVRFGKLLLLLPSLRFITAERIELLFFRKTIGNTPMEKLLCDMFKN
# MITF TRPM1 inh = inhibitors of MITF-driven TRPM1 promoter in melanoma cells; SK-MEL-5 TRPM1 promoter luciferase, 24 h; inhibition, % at 12.5 µM; 330,000 tested, 0.83% active;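 active means mean inhibition across replicates of 60% or more, whatever share of single replicates reaches that level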; further: values of inactives mirror those of a sister screen read the other way
# KKLEB cytotox = CF airway cell cytotoxicity counter-screen | KKLEB CF airway cells viability, ATPlite luminescence, overnight; hits give low values; cells stimulated with P. aeruginosa culture filtrate | activity change (cytotoxicity), % at 5 µM | 360,000 tested, 0.36% active | AID 602141;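 active means corrected activity change at or below -50% at 5 µM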
# Peg3 promoter = Peg3 promoter activity inhibition | HeLa PEG-Prom luciferase reporter, luminescence, overnight | inhibition, % at 20 µM | 360,000 tested, 1.7% active | AID 588405;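 active means inhibition of at least 50% at 20 µM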
# NR2E3 ag-2 = activates human photoreceptor nuclear receptor NR2E3. GST-NR2E3/biotin-RetCOR TR-FRET, 1536-well. inhibition of corepressor binding, % at 4.78 µM. 320,000 tested, 0.12% active. AID 2300;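 active means percent inhibition above the cutoff of mean plus 3 SD of all tested compounds, set per screening campaign, cut at about 20% in these data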;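 further: 0% = DMSO wells and 100% = biotin wells as full block of FRET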
#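 Test system: GST-NR2E3 and biotin-RetCOR proteins | Quantity: 1.35 nM GST-tagged NR2E3 final | Medium: Tris pH 7.5 | Also added: 7 nM biotin-RetCOR | Dosing: Compound at 4.8 µM, single dose | Timing: 5 h at 4 °C | Detection: Time-resolved FRET | Read-out basis: Percent inhibition | Benchmarks: Biotin wells as high control, 0.6% DMSO wells as low control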
# CF NFkB block = cystic fibrosis NF-kB activation inhibition | KKLEB NF-kB-GFP reporter, PAF-induced, GFP fluorescence overnight | 360,000 tested, 0.86% active | inhibition, % at 5 µM;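 active means at least 50% inhibition at 5 µM, scaled per plate between neutral and stimulator controls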;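 further: PAF is a Pseudomonas aeruginosa culture filtrate used as stimulus; plate controls were PAF-stimulated DMSO wells for no effect and unstimulated DMSO wells for full effect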
# TWEAK-Fn14 inh = blocks TWEAK-Fn14 interaction in a reporter cell assay; TWEAK-stimulated Fn14 reporter cells, luciferase luminescence, 8 h; inhibition, % at 10 µM; 360,000 tested, 2% active; AID 1159606; in the data active means inhibition above about 50%
# Numbers without * were called inactive; . = no result given. Some of the compounds tested; rates above refer to the full screens.
SMILES,C8 TRAIL sens,TROY NFkB inh,HIF-2a inh,Shn3 3UTR inh,NR2E3 ag-1,MITF TRPM1 inh,KKLEB cytotox,Peg3 promoter,NR2E3 ag-2,CF NFkB block,TWEAK-Fn14 inh
CSc1ncc(Cl)c(C(=O)NCc2cccnc2)n1,-5,-1,14,7,-13,-6,-2,15,.,19,3
CCOc1ccc(NC(=O)Nc2nnc(CC(=O)NCc3ccccc3)s2)cc1,-8,-19,-4,14,3,0,-12,-3,9,-5,-19
Cc1c(NS(=O)(=O)c2cc(C(=O)Nc3ccc(F)cc3Cl)ccc2Cl)c(=O)n(-c2ccccc2)n1C,3,8,2,-2,2,.,21,-1,.,-16,-22
Cc1nc(SCC(=O)Nc2cc(S(=O)(=O)N3CCOCC3)ccc2Cl)nc(C)c1C,-10,-1,12,16,1,3,-21,5,-3,-9,-10
CCOc1ccccc1CN1CCN(C2CCOCC2)CC1CCO (stereo not drawn),0,17,13,16,-14,9,1,10,-1,-16,-2
CC1=NN(C(=O)c2c(Br)cnn2C)C(O)(C(F)(F)F)C1 (stereo not drawn),-8,-4,12,-7,-29,-1,12,8,2,-14,72*
CCN(CC)C(=O)CSc1nc(-c2ccccc2)cc(=O)[nH]1,-11,-27,14,1,-14,4,0,9,-2,-8,8
CN(C)S(=O)(=O)c1ccc(C(=O)NNC(=O)c2ccccc2-n2cccc2)cc1,5,-15,6,1,21,10,-16,3,3,5,10
O=C(O)CCC(NC(=O)c1ccc(Cl)cc1)C(=O)O (stereo not drawn),1,-5,6,15,-7,4,-4,-3,1,5,2
CSC1=N/C(=C\c2cccc(Cl)c2)C(=O)N1N(C)C,11,10,-3,-2,-9,3,4,-10,0,-11,-1
O=C(Cc1ccsc1)NCC(c1ccco1)N1CCCCC1 (stereo not drawn),6,1,17,-24,-1,0,-3,4,2,-2,1
CCCN1Cc2cccc(C(=O)NC(CC(=O)OCC)c3ccc(OC(C)C)cc3)c2C1=O (stereo not drawn),2,-20,3,23,-9,9,-8,4,1,6,-10
O=C(CNC(=O)c1ccc2c(c1)OCCO2)N/N=C/c1ccc(Cl)cc1,0,-2,21,-5,-12,-9,16,7,-2,-20,16
CC(NC(=O)Cn1nc(-c2ccccc2)c2ccccc2c1=O)c1ccccc1 (stereo not drawn),14,-19,6,-1,-7,6,14,9,0,-24,-15
COc1ccc(-n2cnnc2)cc1,2,0,13,-14,10,-9,1,14,0,8,-21
COc1ccccc1CNC(=O)C(=O)NCC1OCCCN1S(=O)(=O)c1ccc(F)cc1C (stereo not drawn),-8,-10,5,9,-18,0,4,8,7,-10,-9
COc1ccc(S(=O)(=O)N(c2onc(C)c2Cl)S(=O)(=O)c2ccc(OC)c(OC)c2)cc1OC,7,-6,6,-7,-5,-8,1,-42,1,-8,1
CC(=O)C1=C(C)NC(=S)NC1c1cc([N+](=O)[O-])ccc1O (stereo not drawn),-4,-4,14,-10,-1,8,-5,-1,1,5,18
O=C(Cc1c[nH]c2ccccc12)N1CCN(c2ccccc2)CC1,5,-19,-12,-22,0,3,3,7,-5,-10,14
COc1cccc(C(=O)Nc2nnc(S(=O)(=O)N3CCOCC3)s2)c1,9,1,-6,-3,-7,8,-1,-4,1,-8,-2
OCC1(CCCc2ccccc2)CCN(C2CCSCC2)CC1,7,-2,13,9,37,1,-11,-1,2,13,-1
CCC(=O)Nc1ccc(C(=O)NCc2ccccn2)cc1,-6,6,5,-8,1,8,8,1,0,6,-5
O=C(CN(c1ccc(F)cc1)S(=O)(=O)c1ccc2c(c1)OCCO2)NCc1ccccn1,-6,-2,17,-2,-1,4,26,6,-2,0,1
COCCNC(=O)c1cc2c(c(-c3cccc(C#Cc4ccc(OC)c(OC)c4)c3)n1)[C@@H](CCO)N(S(=O)C(C)(C)C)C2 (stereo partly drawn),-21,-12,-23,9,-17,.,0,-26,.,-33,2
COc1ccc(NC(=O)c2cc(-c3cc(F)ccc3OC)n[nH]2)cc1OC,5,-32,-18,6,-63,.,-1,-31,.,11,-26

# Record cards, from the list above.
# CC(=O)C1=C(C)NC(=S)NC1c1cc([N+](=O)[O-])ccc1O (stereo not drawn) is listed as C8 TRAIL sens: -4; TROY NFkB inh: -4; HIF-2a inh: 14; Shn3 3UTR inh: -10; NR2E3 ag-1: -1; MITF TRPM1 inh: 8; KKLEB cytotox: -5; Peg3 promoter: -1; NR2E3 ag-2: 1; CF NFkB block: 5; TWEAK-Fn14 inh: 18
# O=C(CNC(=O)c1ccc2c(c1)OCCO2)N/N=C/c1ccc(Cl)cc1 is listed as C8 TRAIL sens: 0; TROY NFkB inh: -2; HIF-2a inh: 21; Shn3 3UTR inh: -5; NR2E3 ag-1: -12; MITF TRPM1 inh: -9; KKLEB cytotox: 16; Peg3 promoter: 7; NR2E3 ag-2: -2; CF NFkB block: -20; TWEAK-Fn14 inh: 16

# (further entries)
SMILES,C8 TRAIL sens,TROY NFkB inh,HIF-2a inh,Shn3 3UTR inh,NR2E3 ag-1,MITF TRPM1 inh,KKLEB cytotox,Peg3 promoter,NR2E3 ag-2,CF NFkB block,TWEAK-Fn14 inh
O=C1COc2ccc(S(=O)(=O)CCC(=O)N3CCN(c4cccc(Cl)c4)CC3)cc2N1,1,1,9,12,22,-5,13,5,0,-8,3
COc1cccc(-c2c(C(=O)O)cc(O)c3ccc(OC)cc23)c1,-3,-3,7,15,-30,-4,-8,7,.,-37,15
Cc1cc2ccccc2nc1SCC(=O)NC1CCCCC1,-3,14,1,-18,-13,-1,-9,11,3,-5,-6
Cc1ccc(NC(=O)COc2ccccc2C(=O)Nc2ccccc2)cc1Cl,-15,11,17,0,-8,-15,5,-4,-2,-4,-14
CC1CCCCN1S(=O)(=O)c1ccc(S(=O)(=O)NCCc2ccncc2)cc1 (stereo not drawn),0,9,30,29,6,18,1,16,3,-14,-13
CCCCOCCCNS(=O)(=O)c1ccccc1,24,-2,-3,3,-15,9,9,-3,1,-9,4
CCS(=O)(=O)n1nc(-c2ccc(Cl)cc2)nc1SC,18,-44,-202,-39,-61,-67,10,-194,1,2,0
CCc1ccccc1N(CC)C(=O)c1cn(C)c(=O)c2cc(OC)c(OC)cc12,4,-1,18,-14,-14,4,-24,31,-1,3,1
CC(C)N1CCN(Cc2ccc(C#CCCO)cc2)CC1CCO (stereo not drawn),-1,6,5,5,-18,5,-3,-7,1,-2,15
O=C(Nc1nccs1)C1CCN(S(=O)(=O)c2ccc3c(c2)OCCCO3)CC1,4,16,5,-1,10,2,12,13,6,-17,17
COc1ccc(C(=O)Nn2c(C)nc3ccccc3c2=O)cc1[N+](=O)[O-],3,5,11,-11,5,15,-4,14,2,4,17
CN1CCN(C(=O)C2=C[C@H](c3coc4ccccc4c3=O)C[C@H](OCc3ccc(CO)cc3)O2)CC1,-4,-9,8,-21,-12,6,-16,-8,3,6,-3
O=C(C[C@@H]1C/C=C\C[C@@H](Cc2ccc(F)cc2)C(=O)OCCNC1=O)NCCO,-2,-7,4,-5,-25,2,5,0,.,11,0
Cc1oc2cc(O)ccc2c(=O)c1N1C(=O)c2ccccc2C1=O,-2,0,15,-8,11,2,8,7,-1,-8,-23
O=C(CSc1n[nH]c(-c2cccs2)n1)NCCc1ccccc1,-14,-2,-1,-5,16,15,-3,15,1,6,-8
Cc1ccc(C(=O)NC2CCN(C(=O)Nc3ccc(F)cc3)CC2)cc1,-17,-29,11,9,-20,15,5,4,2,-14,5
Cc1ccc(NC(=O)COC(=O)c2cccc(N3C(=O)c4ccccc4C3=O)c2)cc1,-3,-19,-6,-17,-25,-8,-13,-26,0,20,-2
C=C[C@]1(C)C=C2C(=O)[C@@]3(O)OC(=O)[C@@]4(CCCC(C)(C)[C@H]34)[C@@]2(O)CC1,-5,27,97*,95*,92*,.,-99*,99*,.,88*,104*
COC(=O)CSc1nnc(C)c(=O)[nH]1,8,-8,-4,-11,-11,-1,-10,9,0,-9,0
CC1=N/C(=C\c2ccc([N+](=O)[O-])cc2)C(=O)N1c1ccc(Cl)cc1,-9,9,-2,5,-19,-7,9,-14,0,-12,5
COc1ccc(CCNC(=O)CSc2nc3ccsc3c(=O)n2Cc2ccccn2)cc1OC,-14,-28,-42,18,-31,.,1,-50,.,-5,-3
Cc1ccc(C(=O)N2CC(=O)Nc3ccc(F)cc3C2c2ccc(F)cc2)cc1 (stereo not drawn),8,-6,18,9,-2,-6,3,18,-2,10,20
c1ccc(Cn2nnnc2C(c2cccs2)N2CCSCC2)cc1 (stereo not drawn),0,10,-2,0,-5,4,-8,25,0,8,12
Cc1cc([N+](=O)[O-])ccc1NC(=O)CCC(=O)N1CCCCCC1,-7,-19,-1,7,-4,-7,-13,-5,2,13,-17
COc1ccc(/C=N\N=C2/SC(CC(=O)O)C(=O)N2c2ccc(O)cc2)cc1OC (stereo not drawn),-9,13,17,-11,-26,-8,6,0,4,-1,-8
N#Cc1ccccc1S(=O)(=O)N1CCN(C(=O)CN2CCCSc3ccccc32)CC1,-5,31,-2,-4,-25,10,3,13,1,-5,3
O=C(COC(=O)c1ccccc1)Nc1cccc(S(=O)(=O)N2CCCCC2)c1,9,6,9,-9,-3,12,5,2,.,0,-2

# A section from further up, for reference:
SMILES,C8 TRAIL sens,TROY NFkB inh,HIF-2a inh,Shn3 3UTR inh,NR2E3 ag-1,MITF TRPM1 inh,KKLEB cytotox,Peg3 promoter,NR2E3 ag-2,CF NFkB block,TWEAK-Fn14 inh
COc1ccc(CCNC(=O)CSc2nc3ccsc3c(=O)n2Cc2ccccn2)cc1OC,-14,-28,-42,18,-31,.,1,-50,.,-5,-3
Cc1ccc(C(=O)N2CC(=O)Nc3ccc(F)cc3C2c2ccc(F)cc2)cc1 (stereo not drawn),8,-6,18,9,-2,-6,3,18,-2,10,20
c1ccc(Cn2nnnc2C(c2cccs2)N2CCSCC2)cc1 (stereo not drawn),0,10,-2,0,-5,4,-8,25,0,8,12
Cc1cc([N+](=O)[O-])ccc1NC(=O)CCC(=O)N1CCCCCC1,-7,-19,-1,7,-4,-7,-13,-5,2,13,-17
COc1ccc(/C=N\N=C2/SC(CC(=O)O)C(=O)N2c2ccc(O)cc2)cc1OC (stereo not drawn),-9,13,17,-11,-26,-8,6,0,4,-1,-8
N#Cc1ccccc1S(=O)(=O)N1CCN(C(=O)CN2CCCSc3ccccc32)CC1,-5,31,-2,-4,-25,10,3,13,1,-5,3
O=C(COC(=O)c1ccccc1)Nc1cccc(S(=O)(=O)N2CCCCC2)c1,9,6,9,-9,-3,12,5,2,.,0,-2

# Source: PubChem
